Tau FP inhib: tau fibrillization inhibition (FP); P10636; K18 P301L tau heparin fibrillization, Alexa594 FP, 6 h; Potency, µM (series often up to 57.7 µM), for inactives: top-dose activity, negative = inhibition, actives largely listed as inhibitors; actives 0.39% (n = 280,000); AID 1468; further: nearly all actives have a fitted effect of over 55% in size
Target sequence (P10636 561-689 P618L limits assumed): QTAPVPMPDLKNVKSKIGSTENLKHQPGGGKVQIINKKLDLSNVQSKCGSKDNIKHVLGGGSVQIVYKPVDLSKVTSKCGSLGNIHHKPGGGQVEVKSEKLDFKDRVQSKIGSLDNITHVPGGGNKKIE
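K18 P301L tau (15 uM unlabeled/0.24 uM Alexa 594-labeled, final) + compound + heparin 20 uM final; 100 mM NaOAc pH 7; 6 hr 37 C; ThT 30 uM final added, 1 hr RT; FP ex 555/em 632 nm.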
Tau ThT inhib: tau fibrillization inhibition (ThT binding). P10636. recombinant tau K18 P301L, heparin-induced fibrillization, ThT fluorescence. AID 1460. Potency, µM (highest dose often 57.4 µM), without a hit: top-dose activity, negative = inhibition, usual class: inhibitors. actives 2.1% (n = 270,000); further: nearly all actives have a fitted effect of over 55% in size
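Fibril formation assay: tau K18 P301L at 15 uM with trace Alexa 594 label, heparin inducer 20 uM, pH 7 sodium acetate buffer, 37 C for 6 hr; endpoint ThT signal.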
TR SRC2 fluor cs: alters Texas Red total fluorescence, flagging assay interference | actives 0.29% (n = 280,000) | Potency, µM (series often up to 106 µM), inactives show at the top dose fluorescence change, negative = quenching | TRb/SRC2 Texas Red total fluorescence interference; active means well fitted curve in either direction with a large enough effect; inconclusive means small, poorly fitted or top-dose-only effect
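Human TRβ ligand-binding domain (0.6 uM) and Texas Red SRC2 peptide (20 nM) in Tris buffer with 1 uM T3 and 5% DMSO were incubated with pinned compound for 5 hr at ambient temperature. Total fluorescence was computed as S + 2P (555/632 nm).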
L3MBTL1 inh: inhibitors of human L3MBTL1; Potency, µM (series often up to 57.1 µM), for the others: at the top dose activity, negative = inhibition, most hits filed as inhibitors; AID 485360; AlphaScreen L3MBTL1–H3K9me1 peptide binding; actives 0.66% (n = 230,000); further: nearly all actives have a fitted effect of over 60% in size
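L3MBTL1 50 nM + b-AHA-H3(1-15)K9me1 75 nM, 30 min RT; compound added, 30 min RT; streptavidin donor/Ni-chelate acceptor beads 10 ug/mL each final, 30 min RT dark; AlphaScreen read.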
RECQ1 inh: blocks DNA unwinding by human RECQ1; P46063; RECQ1 DNA unwinding, red fluorescence kinetic read; Potency, µM (series often up to 57.3 µM), for inactives: at the highest dose activity, negative = inhibition, most hits filed as inhibitors; actives 0.54% (n = 240,000); AID 2549;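 further: plate controls were vehicle for no effect and no enzyme for full effect; nearly all actives have a fitted effect of over 30% in size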
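RECQ1T1 50 nM; forked duplex (20 bp + 30-nt ss tails) 200 nM, ATP 2 mM final; pH 8.0, 2 mM MgCl2, 2.5 ug/ml poly(dI-dC); 15 min compound preincubation; discontinuous kinetic read over 2 h at RT.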
TRb SRC2 PPI: disrupts binding of human TR beta to SRC2; actives 0.065% (n = 280,000); P10828; TRbeta-SRC2 peptide binding, fluorescence polarization; receptor liganded with 1 µM T3; AID 1469; Potency, µM (top dose mostly 106 µM), inactives show at the highest dose activity change, negative = inhibition, actives largely listed as inhibitors;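 further: plate controls were bound peptide for no effect and peptide without receptor for full effect; nearly all actives have a fitted effect of over 50% in size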
Target sequence (P10828 whole entry, looked up): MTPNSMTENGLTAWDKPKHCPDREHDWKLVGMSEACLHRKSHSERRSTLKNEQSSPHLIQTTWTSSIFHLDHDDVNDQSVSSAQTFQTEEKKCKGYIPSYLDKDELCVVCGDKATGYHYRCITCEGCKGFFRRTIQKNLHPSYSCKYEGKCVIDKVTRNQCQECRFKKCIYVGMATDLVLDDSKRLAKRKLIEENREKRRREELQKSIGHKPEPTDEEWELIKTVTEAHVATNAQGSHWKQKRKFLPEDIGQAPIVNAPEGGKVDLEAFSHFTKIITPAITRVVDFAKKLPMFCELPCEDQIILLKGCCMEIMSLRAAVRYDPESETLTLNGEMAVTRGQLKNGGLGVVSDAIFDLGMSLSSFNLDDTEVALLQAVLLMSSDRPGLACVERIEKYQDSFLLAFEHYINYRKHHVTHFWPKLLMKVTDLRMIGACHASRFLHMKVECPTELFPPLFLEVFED
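Decrease in fluorescence polarization of 20 nM Texas Red SRC2 coactivator peptide flagged inhibition of its binding to 0.6 uM TRb LBD; 1 uM T3 included, incubation 5 hr, ex 555/em 632 nm.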
JMJD2E inh: blocks human JMJD2E demethylase activity | JMJD2E catalytic domain, FDH-coupled NADH fluorescence (FDH is formaldehyde dehydrogenase) | Potency, µM (highest dose often 57.1 µM), for the others: at the top dose activity change, negative = inhibition, most hits filed as inhibitors | actives 1.6% (n = 230,000) | AID 2147; active means well fitted inhibition curve with a large enough effect, not every such curve was filed as active; inconclusive means small, poorly fitted or top-dose-only effect, or another doubt; inactive means no such curve, though single readings can be large or run the other way;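 further: 0% = wells with enzyme and -100% = buffer wells without enzyme; nearly all actives have a fitted effect of over 50% in size; many of its hits are not listed in these tables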
Target sequence (B2RXH2 1-337 limits assumed): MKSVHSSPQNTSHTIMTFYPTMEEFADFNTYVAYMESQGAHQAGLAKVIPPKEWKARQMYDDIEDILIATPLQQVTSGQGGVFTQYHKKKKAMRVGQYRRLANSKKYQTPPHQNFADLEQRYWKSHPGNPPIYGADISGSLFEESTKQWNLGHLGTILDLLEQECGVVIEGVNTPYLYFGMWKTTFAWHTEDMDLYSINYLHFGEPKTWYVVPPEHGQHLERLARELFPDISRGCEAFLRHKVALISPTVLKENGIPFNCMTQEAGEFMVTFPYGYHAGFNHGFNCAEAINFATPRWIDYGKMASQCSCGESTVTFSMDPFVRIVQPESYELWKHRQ
GoLoco inh red: RGS12 GoLoco-Gai1 interaction inhibition. P63096. Gai1:RGS12 GoLoco peptide FP, rhodamine, 10 min. Potency, µM (top dose mostly 61.6 µM), for the others: top-dose activity, negative = inhibition, actives largely listed as inhibitors. actives 0.44% (n = 230,000); active means well fitted inhibition curve with a large enough effect, not every such curve was filed as active; inactive means no such curve, though single readings can be large or run the other way; further: nearly all actives have a fitted effect of over 30% in size; many of its hits are not listed in these tables
The depositor's hits bear a star; i = inactive; ? = inconclusive; . = no result given; [ ] = dose if it differs, or a comment. Unless noted, the call rests on the fitted dose curve; in most records, active means well fitted curve in the direction sought with a large enough effect; inconclusive means small, poorly fitted or top-dose-only effect, or another doubt; inactive means no such curve, though single readings can be large; an effect the other way counts as inactive or inconclusive. Unless noted, on the % scale 0 is the no-effect control and ±100 the full control effect; potency means the concentration at half of the fitted maximal effect.

Structure,RECQ1 inh,Tau ThT inhib,GoLoco inh red,JMJD2E inh,TR SRC2 fluor cs,L3MBTL1 inh,TRb SRC2 PPI,Tau FP inhib
Cc1nc(C(=O)NCc2ccccc2)sc1C1(C)CC(c2ccccc2)=NO1 (centres undefined),-19%,-7%,1%,-4%,-2%,.,5%,3%
Cc1cc(C)c(NC(=O)CSc2nnc(-c3ccccn3)n2N)c(Cl)c1,-1%,-12%,0%,6%,2%,28µM*,6%,1%
C=CCn1cc(-c2cccc(Cl)c2)cc(C#N)c1=O,-8%,-12%,-2%,?,-2%,.,1%,-4%
Cn1ccnc1SCC(=O)N1CCN(S(=O)(=O)c2ccccc2)CC1,i,9%,1%,4%,-5%,-3%,-6%,-2%
Cc1cc(C)c(C(N)=O)c(Nc2cccc3ccccc23)n1,5%,-13%,-3%,3%,-2%,-17%,-14%,4%
CCOC(=O)c1c(-c2ccc(OC)cc2)csc1NC(=O)CSc1ncnc2sccc12,-22%,0%,38%[activator],-19%,3%,-13%,6%,-1%
Cc1csc(NC(=O)c2ccc(C)c(S(=O)(=O)N3CCCCC3)c2)n1,0%,-10%,9%,10%,-1%,-6%,4%,-4%
Clc1ccc(-c2nnc(-c3cccc4ccccc34)o2)cc1Cl,-4%,-9%,6%[14.2 µM],?,3%,.,-9%,-4%
COc1ccc(S(=O)(=O)NCCc2cc3ccc(C)c(C)c3[nH]c2=O)cc1,.,-1%,.,.,-4%,.,0%,-6%
c1ccc(OCCn2c(COc3ccccc3)nc3ccccc32)cc1,.,?,.,.,-2%,.,-3%,-7%
CCc1cc(C(=O)Nc2c(C)nn(Cc3ccc(C)cc3)c2C)no1,.,-5%,.,.,-11%,.,1%,2%
CC(C)(C)c1ccc(Oc2ccc(NC(=O)c3ccco3)cn2)cc1,i,-8%,6%,-2%,-1%,-2%,-2%,?
COC(=O)C1=C(c2ccccc2)c2ccccc2S(=O)(=O)N1CC(=O)Nc1cccc(C(C)=O)c1,.,3%,.,.,?,.,-7%,?
COc1cccc(N2CCN(S(=O)(=O)c3cc(Br)cc4c3N(C(=O)C3CC3)CC4)CC2)c1,.,-9%,.,.,5%,.,-4%,-2%
CSc1cccc(NC(=O)Nc2ccccc2OCc2cc(=O)n3cc(C)ccc3n2)c1,.,?,.,.,0%,.,5%,-12%
CSCC[C@H](NC(=O)OC(C)(C)C)C(=O)N1CCC(C(=O)N[C@@H](C)C(=O)O)CC1,-8%,-1%,11%,-29%,1%,1%,-1%,-4%
O=C(NC(=S)Nc1ccccc1N1CCOCC1)c1ccc(-c2ccccc2F)o1,i,.,7%,-7%,0%,.,4%,2%
Cc1ccc(CCNC(=O)CCc2cn(Cc3ccccc3C)c3ccccc23)cc1,.,-7%,.,.,0%,.,-7%,6%
CCc1nonc1NC(=O)c1oc2ccc(Cl)cc2c1C,.,3%,.,.,-2%,.,-1%,-9%
O/N=C/c1ccc(OCc2ccccc2)c(Br)c1,-5%,-6%,-3%,0%,-1%,8%,1%,-5%
COc1ccc(OCC(=O)NCCS(=O)(=O)N2CCN(c3cccc(Cl)c3)CC2)cc1,.,-8%,.,.,1%,.,1%,-2%
CC(=O)c1ccc(OC(=O)C2CC(=O)N(c3cccc(C)c3)C2)cc1 (centres undefined),-6%,?,6%,1%,-7%,12%[11.4 µM],0%,?
COc1ccccc1OCc1nc(-c2ccc([N+](=O)[O-])cc2)no1,8%,?,16%,2%,2%,?,-4%,6%
CCc1cccc2c(C(=O)CN3C(=O)NC(C)(c4cccc5ccccc45)C3=O)c[nH]c12 (centres undefined),-18%,15%,2%,?,-6%,-12%,6%,?
Cn1c(CN2CCCC2)c(C#N)c2ccccc21,i,1%,16%,9%,1%,-4%,-8%,5%
CCOC(=O)c1ccc(NC(=O)N2CCN(c3ccccc3OC)CC2)cc1,i,-2%,3%,9%,-1%,-9%,14%,2%
Cc1cc2c(c(=O)n1Cc1cccnc1)C(c1ccccc1)C(C#N)=C(N)O2 (centres undefined),i,-11%,13%,6%,2%,5%,-4%,-8%
CC(C)Nc1nc(NC(C)C)nc(N(C#N)C(C)C(=O)N(C)C)n1 (centres undefined),12%,?,21%,-22%,0%,-10%,-1%,-11%
O=C(N/N=C/c1cccnc1)c1ccccc1OCc1ccc(Cl)cc1,-13%,-10%,5%,5%,-2%,.,2%,-1%
COc1ccccc1-c1noc(-c2ccc(NC(C)C)c([N+](=O)[O-])c2)n1,.,2%,.,.,1%,.,9%,-14%
COc1ccccc1/C=C/C(=O)OCC(=O)Nc1cc(C(F)(F)F)ccc1N1CCOCC1,-2%,-14%,.,?,-4%,-3%,-3%,?
Fc1ccc(C(OCCCc2cnc[nH]2)c2ccc(F)cc2)cc1,-9%,-6%,5%,-6%,-4%,.,-1%,-7%
COc1ccc(/C=N/N2CCN(c3ccccc3OC)CC2)cc1OC,-1%,?,3%,-7%,1%,-5%,3%,8%
CCc1ccc(/C(C)=N/NC(=O)c2ccccn2)cc1,-6%,7%,3%,9%,-6%,-19%,5%,-5%
COc1ccc(Nc2cc(C)c3cc(NC(=O)c4cc(OC)cc(OC)c4)ccc3n2)cc1,.,11µM*,.,.,-9%,.,8%,?
CCOc1ccc(C(=O)Nc2ccc(N3CCN(C)CC3)cc2)cc1Br,-10%,?,2%,4%,-3%,-5%,2%,7%
c1ccc(-c2nc3ccccn3c2NC2CCCC2)nc1,i,?,15%,7%,-2%,?,-3%,8%
Cn1c(CCCOc2ccc(Cl)cc2Cl)nnc1SCC(=O)Nc1cccc(F)c1,-1%,-10%,4%,11%,-1%,-1%,-8%,?
CN1/C(=C\C(=O)COC(=O)c2ccc([N+](=O)[O-])o2)C(C)(C)c2ccccc21,-3%,?,55%[activator],-19%,-5%,?,-2%,11%
CCCCCCc1ccc(OCC(=O)OC)cc1OCC(=O)OC,10%,0%,-11%,2%,2%,.,-3%,7%
N#CC1=C(N)Oc2n[nH]c(-c3cccs3)c2C1c1cccs1 (centres undefined),i,28µM*,2%,-9%,-6%,-1%,8%,-15%
CC(=O)NN1C(=O)/C(=C\c2ccccc2)SC1=S,-5%,-9%,-10%,1%,-2%,-4%,-1%,-8%
Cc1ccc(C(=O)NC(NCc2ccccc2)C(Cl)(Cl)Cl)cc1 (centres undefined),-6%,0%,-7%,0%,-2%,-4%,-2%,-10%
CSc1nnc2c3cc(C)ccc3n(Cc3ccccc3)c2n1,-2%,?,3%,-3%,-7%,4%,-3%,0%
Cc1ccccc1C1N(c2nccs2)C(=O)C2CCCN21 (centres undefined),-4%,?,-4%,125%[activator],4%,.,0%,?
CCC(=O)OC1(C)C(=O)C=C2C=C(C3CC3)OC=C2C1=O (centres undefined),-3%,-9%,6%,4%,0%,.,2%,-3%
COc1ccc(C(=O)Nc2nnc(SCc3cc(=O)n4cccc(C)c4n3)s2)cc1,.,-9%,.,.,-1%,.,3%,3%
Cc1ccc(NC(=O)N/C=C/c2ccco2)cc1,?,?,211%[activator],?,1%,?,11%,-4%
N#C/C(C(=S)Nc1ccccc1)=C1/NN=C(N2CCOCC2)N1c1ccccc1,4%,-2%,10%,9%,1%,-4%,-3%,0%
Cc1ccc(C2CC(c3ccccc3)=NN2C(=O)CSc2nnc(-c3ccc(Cl)cc3)o2)o1 (centres undefined),-3%,-2%,2%,9%,0%,.,-10%,0%

(listing goes on)
Structure,RECQ1 inh,Tau ThT inhib,GoLoco inh red,JMJD2E inh,TR SRC2 fluor cs,L3MBTL1 inh,TRb SRC2 PPI,Tau FP inhib
COc1cc2c(=O)n(CCC(=O)NCC3CCCO3)c(=O)n(CC(=O)Nc3ccc(C)cc3C)c2cc1OC (centres undefined),.,-1%,.,.,-1%,.,-4%,-6%
CC(=O)c1cc(F)c(N2CCOCC2)cc1C,-7%,-9%,-28%,7%,-9%,.,-1%,-2%
Cc1ccc2[nH]c3c(N4CCOCC4)ncnc3c2c1,-6%,-18%,3%,?,-3%,.,8%,-10%
CCCCOc1ccc(C(O)(CCC)CCN2CCOCC2)cc1 (centres undefined),-4%,0%,-5%,-5%,0%,10%,4%,0%
Fc1ccc(-n2nnc(-c3cnc4ccccc4c3)n2)cc1,-4%,?,0%,-12%,-1%,8%,-1%,6%
COc1cc(/C=C2/SC(=S)N(c3ccccc3)C2=O)ccc1Oc1nc(N2CCOCC2)nc(N2CCOCC2)n1,i,-16%,115%[activator],-3%,2%,-6%,-7%,5%
Cc1ccc(C)c(SCC(=O)Nc2cc(C)nn2-c2ccc(F)cc2)c1,-5%,-4%,.,-1%,1%,7%,9%,2%
O=C(CSc1nnc(CNC(=O)c2cccc(F)c2)n1-c1ccccc1)Nc1ccccc1F,.,-5%,.,.,-5%,.,1%,-10%

Source: PubChem

Only part of the results is shown; count on the stated rates, not on these rows.
